Source: PubChem (several laboratories)
thrombin 1536: inhibitors of human thrombin | 0.26% of 220,000 active | inhibition, % at 5 µM | alpha-thrombin, Boc-VPR-AMC fluorogenic substrate cleavage | P00734 | AID 1046;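 active = inhibition at or above 40%; inactive = inhibition below 40%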;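 also: 0% = enzyme with no compound and 100% = wells without enzyme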
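Test system: human alpha-thrombin protein / Dosing: one concentration per compound, 5 µM, with 0.2% DMSO / Medium: pH 7.5 Tris-saline with Tween 20 / Benchmarks: no-compound enzyme wells and no-enzyme blanks / Read-out basis: percent inhibition of thrombin substrate cleavage / Timing: reaction at room temperature / Measured by: fluorescence, ex 355 nm, em 460 nm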
Runt-CBFb FRET: Runt domain-CBFb interaction inhibition; Cerulean-Runt/Venus-CBFb FRET ratio 530/480, 1 h; inhibition, % at 20 µM; 0.46% of 220,000 active; AID 1496;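 active = inhibition over about 50% at 20 µM in the single-dose screen, limit read from the data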;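 also: 0% = DMSO wells and 100% = excess unlabeled CBFb competitor control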
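System: Cerulean-labeled Runt domain protein | Quantity: 100 nM of each labeled protein | Schedule: 1 h compound exposure, room temperature | Detection: Fluorescence energy transfer, 422 nm excitation, 530/480 nm emission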
14-3-3 Bad PPI: disrupts binding of bovine 14-3-3 zeta to phospho-Bad peptide. inhibition, % at 21.7 µM. 0.71% of 220,000 active. TR-FRET 14-3-3zeta/Dy647-pBad peptide displacement, 1 h. P63103;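 active = inhibition above about 70%, limit read from the data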;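 also: 0% = full 14-3-3 plus peptide FRET controls and 100% = background without 14-3-3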
Target sequence (P63103 whole entry, looked up): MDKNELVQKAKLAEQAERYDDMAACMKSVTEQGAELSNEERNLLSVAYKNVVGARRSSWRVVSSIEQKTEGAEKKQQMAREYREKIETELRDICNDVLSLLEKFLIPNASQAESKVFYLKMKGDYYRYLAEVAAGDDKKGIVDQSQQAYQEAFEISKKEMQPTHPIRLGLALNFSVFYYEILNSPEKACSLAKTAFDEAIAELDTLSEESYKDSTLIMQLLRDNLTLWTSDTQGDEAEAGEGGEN
Runt-SMMHC FRET: blocks binding of human RUNX1 Runt domain to CBFb-SMMHC; inhibition, % at 20 µM; Q01196+Q13951; Cerulean-Runt/Venus-CBFb-SMMHC FRET ratio 530/480, 1 h; 0.74% of 220,000 active;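 active = mean inhibition across duplicate retests at 20 µM reaching about 50%, limit read from the data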;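 also: 0% = DMSO wells and 100% = wells with excess untagged CBFb-SMMHC; inhibitors lower the FRET ratio by blocking Runt binding to CBFb-SMMHC; some results filed as inactive read as strong as hits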
FXIIa inh: inhibitors of human coagulation factor XIIa; P00748; purified FXIIa, Boc-QGR-AMC fluorogenic substrate, 2 h; inhibition, % at 5 µM; 0.3% of 220,000 active; AID 800; in the data active = inhibition above about 40%;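 also: 0% = enzyme with no compound and 100% = blank without enzyme; many of its hits are not listed in these tables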
KLK5 inh: inhibitors of human kallikrein 5. Q9Y337. recombinant hK5, fluorogenic AMC substrate cleavage. inhibition, % at 5 µM. 0.59% of 210,000 active;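 active = inhibition of 40% or more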;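 also: 0% = enzyme controls without compound and 100% = no-enzyme blanks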
Wee1 degr inh: blocks degradation of human Wee1 kinase | 1.2% of 220,000 active | AID 1321 | reporter increase, % at 5 µM | HeLa Luc-Wee1K328M stability, luciferase luminescence; 100% = proteasome inhibitor MG132 effect | P30291;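 active = activation above the mean of all tested compounds plus 3 SD, set per screening run, cut at about 8.8% in these data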;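 also: cells exposed to compound for 20 h before luminescence read; 0% = DMSO alone and 100% = MG132 at 30 µM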
Target sequence (P30291 whole entry K328M): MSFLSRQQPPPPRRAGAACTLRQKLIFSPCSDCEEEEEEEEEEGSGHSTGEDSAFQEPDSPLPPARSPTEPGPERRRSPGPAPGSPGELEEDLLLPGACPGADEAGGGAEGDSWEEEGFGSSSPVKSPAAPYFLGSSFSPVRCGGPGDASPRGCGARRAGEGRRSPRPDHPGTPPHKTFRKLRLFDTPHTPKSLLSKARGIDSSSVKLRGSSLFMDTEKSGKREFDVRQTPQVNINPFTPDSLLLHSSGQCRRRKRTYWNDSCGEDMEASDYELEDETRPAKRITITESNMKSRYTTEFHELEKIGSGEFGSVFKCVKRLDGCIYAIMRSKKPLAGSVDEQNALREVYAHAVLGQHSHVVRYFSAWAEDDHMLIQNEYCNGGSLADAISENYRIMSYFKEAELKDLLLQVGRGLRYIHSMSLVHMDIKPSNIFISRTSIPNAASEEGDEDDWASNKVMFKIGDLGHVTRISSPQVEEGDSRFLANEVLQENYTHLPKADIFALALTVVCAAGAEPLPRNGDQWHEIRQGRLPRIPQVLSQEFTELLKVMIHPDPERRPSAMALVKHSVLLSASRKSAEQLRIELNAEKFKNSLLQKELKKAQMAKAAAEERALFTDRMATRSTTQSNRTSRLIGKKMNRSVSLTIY
Hck Nef HTS: human Hck-Nef kinase inhibition. P08631. Recombinant Hck-YEEI plus Nef, Z-Lyte FRET kinase assay. inhibition, % at 20 µM. 0.68% of 220,000 active;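 active = Hck-Nef kinase inhibition above about 50%, limit read from the data; inactive = inhibition below that limit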;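 also: 0% = DMSO with Hck plus Nef and 100% = Hck alone without Nef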
FXIa inh: inhibitors of human coagulation factor XIa; P03951; purified FXIa, Boc-Glu-Ala-Arg-AMC fluorogenic substrate; inhibition, % at 5 µM; 0.14% of 220,000 active; AID 798;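 active = inhibition of at least 40%; inactive = inhibition below 40%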;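 also: fluorescence of freed AMC excited at 355 nm; 0% = enzyme without compound and 100% = no enzyme blank; many of its hits are not listed in these tables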
* hit, by the source's call; [ ] = remark or other dose.

1. COc1ccc(CCN2C(=O)N(c3ccc(OC)cc3)C(=O)C2CC(=O)Nc2ccccc2)cc1 (stereo not drawn)
2. CCCCOC(=O)c1ccc(NC(=O)c2ccccc2OC)cc1
3. O=C(COc1ncnc2ccccc12)NCc1ccc2c(c1)OCO2
4. O=C(Nc1ccc(N2CCN(C(=O)c3ccco3)CC2)cc1)c1ccco1
5. Nc1cc(-c2cccc(Br)c2)nn1Cc1ccccc1
6. CCCC(=O)c1cn(CC(=O)OC)c2ccccc12
7. CC1CCCCN1S(=O)(=O)c1ccc(N(C(=O)c2cnccn2)C(C(=O)NC2CCCCC2)c2cccs2)cc1 (stereo not drawn)
8. CC(=O)COC(=O)C1CCN(S(=O)(=O)c2cc([N+](=O)[O-])ccc2Cl)CC1
Screen / compound no.,1,2,3,4,5,6,7,8
thrombin 1536,-4,-8,-7,-19,-3,-8,-3,-4
Runt-CBFb FRET,-1,-1,-1,0,1,-1,-4,2
14-3-3 Bad PPI,-8,9,-3,-11,-7,-4,7[fluorescence artefact?],20
Runt-SMMHC FRET,0,1,-3,0,4,3,1,-2
FXIIa inh,8,-2,-13,1,10,-2,15,11
KLK5 inh,4,1,-14,-6,-6,-1,-2,-7
Wee1 degr inh,21*,4,1,-1,1,0,2,-3
Hck Nef HTS,-1,-4,-2,10,0,-1,4,-3
FXIa inh,1,-6,-1,-6,-4,-4,13,5

A different layout for 8 compounds above.
| No. | thrombin 1536 | Runt-CBFb FRET | 14-3-3 Bad PPI | Runt-SMMHC FRET | FXIIa inh | KLK5 inh | Wee1 degr inh | Hck Nef HTS | FXIa inh | Structure |
| --- | --- | --- | --- | --- | --- | --- | --- | --- | --- | --- |
| 1 | -4 | -1 | -8 | 0 | 8 | 4 | 21* | -1 | 1 | COc1ccc(CCN2C(=O)N(c3ccc(OC)cc3)C(=O)C2CC(=O)Nc2ccccc2)cc1 (stereo not drawn) |
| 2 | -8 | -1 | 9 | 1 | -2 | 1 | 4 | -4 | -6 | CCCCOC(=O)c1ccc(NC(=O)c2ccccc2OC)cc1 |
| 3 | -7 | -1 | -3 | -3 | -13 | -14 | 1 | -2 | -1 | O=C(COc1ncnc2ccccc12)NCc1ccc2c(c1)OCO2 |
| 4 | -19 | 0 | -11 | 0 | 1 | -6 | -1 | 10 | -6 | O=C(Nc1ccc(N2CCN(C(=O)c3ccco3)CC2)cc1)c1ccco1 |
| 5 | -3 | 1 | -7 | 4 | 10 | -6 | 1 | 0 | -4 | Nc1cc(-c2cccc(Br)c2)nn1Cc1ccccc1 |
| 6 | -8 | -1 | -4 | 3 | -2 | -1 | 0 | -1 | -4 | CCCC(=O)c1cn(CC(=O)OC)c2ccccc12 |
| 7 | -3 | -4 | 7[fluorescence artefact?] | 1 | 15 | -2 | 2 | 4 | 13 | CC1CCCCN1S(=O)(=O)c1ccc(N(C(=O)c2cnccn2)C(C(=O)NC2CCCCC2)c2cccs2)cc1 (stereo not drawn) |
| 8 | -4 | 2 | 20 | -2 | 11 | -7 | -3 | -3 | 5 | CC(=O)COC(=O)C1CCN(S(=O)(=O)c2cc([N+](=O)[O-])ccc2Cl)CC1 |

The listing continues.
9. CCOC(=O)c1cc(CC)sc1NC(=O)c1ccc([N+](=O)[O-])c(N2CCOCC2)c1
10. Cc1cc(C)c(NC(=O)/C=C\C(=O)O)c([N+](=O)[O-])c1
11. COc1ccc(/C=N/NC(=O)c2nn(-c3ccc(C)c(C)c3)c(=O)c3ccccc23)cc1
12. Cc1nn(-c2ccccc2)c(C)c1/C=C/C(=O)OC(C)C(N)=O (stereo not drawn)
13. COC(=O)c1cc(OC)c(OC)cc1NC(=O)CSc1nnc(-c2cccnc2)n1C
14. O=C(CCCC(=O)NCC1CCCO1)NCC1CCCO1 (stereo not drawn)
15. Cc1ccc(Cl)c(OCCCCN(C)Cc2ccccc2)c1
16. CCOc1cc(/C=C(/NC(C)=O)C(=O)O)cc(Cl)c1OCc1ccc(Br)cc1
Screen / compound no.,9,10,11,12,13,14,15,16
thrombin 1536,0,2,-12,1,-1,9,-2,3
Runt-CBFb FRET,-2,4,-3,1,0,0,-4,-3
14-3-3 Bad PPI,-7[fluorescence artefact?],51,-3,1[fluorescence artefact?],4,1,77*,1
Runt-SMMHC FRET,-9,2,1,0,-2,5,4,-2
FXIIa inh,12,15,10,13,13,1,11,9
KLK5 inh,-5,-2,-12,-12,15,8,4,-1
Wee1 degr inh,1,0,2,-2,-2,-1,-3,-2
Hck Nef HTS,-15,3,0,0,13,-6,1,-1
FXIa inh,6,7,-4,2,8,1,-9,3

17. C#CCNC(=O)C1=C[C@@H](C2CC2)[C@H](CCCO)[C@@H](OCC)O1
18. CN1C2CCC1CC(OC(c1ccccc1)c1ccccc1)C2 (stereo not drawn)
19. Cc1ccc(NC(=O)CCn2nnc3ccccc32)c(C)c1
20. Cc1ccc(C)c2[nH]c(=O)c(CCNS(=O)(=O)c3ccccc3)cc12
21. Nc1ncnc(Nc2ccc(S(N)(=O)=O)cc2)n1
22. N#C/C(=C\c1c(N2CCCCCC2)nc2ccccn2c1=O)C(=O)NC1CCS(=O)(=O)C1 (stereo not drawn)
23. O=C(NNC1=Nc2ccccc2SC1)c1ccc(Cl)cc1
24. COC(=O)c1cc2sc(Cl)cc2n1Cc1nc(-c2cccc(C)c2)oc1C
Screen / compound no.,17,18,19,20,21,22,23,24
thrombin 1536,-3,1,2,-11,-1,-6,0,-3
Runt-CBFb FRET,1,0,1,2,0,4,-1,2
14-3-3 Bad PPI,-3,2,-10,5,-2,8,-10,-1
Runt-SMMHC FRET,-8,2,-1,2,0,82*,2,-6
FXIIa inh,3,10,6,1,9,19,8,15
KLK5 inh,-2,6,-3,-36,-9,0,-19,-18
Wee1 degr inh,-3,0,-1,-1,-1,1,-2,-2
Hck Nef HTS,-4,29,15,2,39,6,27,2
FXIa inh,0,2,-4,-7,6,9,-2,6

25. COc1ccc(C2Nc3ccccc3C(=O)N2Cc2ccccc2)cc1CSc1ccccn1 (stereo not drawn)
26. CCC(=O)N1CCCc2cc(S(=O)(=O)N3CCN(c4ncccn4)CC3)ccc21
27. COc1cccc(CN2CCCCC2C(=O)O)c1 (stereo not drawn)
28. COc1ccc(N2CCN(C(=O)C3CCC(Cn4c(=S)[nH]c5ccccc5c4=O)CC3)CC2)cc1 (stereo not drawn)
29. O=C(C1CCCC1)N1CCC(CO)(Cc2ccccc2Cl)CC1
30. Cc1nc([N+](=O)[O-])cn1CC(O)c1ccccc1 (stereo not drawn)
31. CCOC(=O)C(=O)Nc1ccccc1C(=O)OC
32. COc1ccc(CN(CC(=O)NC2CCCC2)C(=O)c2onc(C(N)=O)c2N)cc1
Screen / compound no.,25,26,27,28,29,30,31,32
thrombin 1536,-2,-2,-10,-1,-8,5,-4,-3
Runt-CBFb FRET,-1,2,-1,0,0,1,0,-1
14-3-3 Bad PPI,-13,-13,-1,1,-13,4,-5,23
Runt-SMMHC FRET,3,0,-2,-1,2,2,0,0
FXIIa inh,9,7,-1,8,6,9,3,14
KLK5 inh,-5,4,-6,-8,1,7,-3,-9
Wee1 degr inh,0,-4,2,8,0,-3,-1,-1
Hck Nef HTS,3,3,-15,-7,20,8,13,0
FXIa inh,1,-2,-6,-4,-3,13,-1,1

33. Cc1ccc(Nc2nc(N)c([N+](=O)[O-])c(NCCO)n2)cc1C
34. O=C(CCNC(=O)c1ccccc1)OCC(=O)c1cccc(Cl)c1
35. CC(=O)c1sc(-c2ccccc2)nc1C
36. CCCCc1cc(=O)oc2cc(OCC(=O)N(CC)CC)ccc12
37. COc1ccc(CNC(=O)c2sc3nc4c(c(C(F)(F)F)c3c2N)CCC4)cc1OC
38. O=[N+]([O-])c1ccc(-n2nnnc2-c2ccccc2)c([N+](=O)[O-])c1
39. COCCNC(=S)N/N=C/c1c(C)[nH]c2ccccc12
40. Cc1cc(F)ccc1NCC(=O)Nc1ccccc1Br
Screen / compound no.,33,34,35,36,37,38,39,40
thrombin 1536,0,18,-1,4,-3,17,-4,9
Runt-CBFb FRET,-2,-1,2,-5,-10,4,-2,1
14-3-3 Bad PPI,4,-6,24,-6,-17,25,3,-2[fluorescence artefact?]
Runt-SMMHC FRET,-1,-3,-9,-4,-48,4,-42,-6
FXIIa inh,13,27,3,7,6,19,8,6
KLK5 inh,5,9,-11,6,-4,24,-11,-1
Wee1 degr inh,4,2,1,0,0,0,-3,2
Hck Nef HTS,43,12,0,1,-1,0,27,-1
FXIa inh,4,17,-1,-4,-3,17,9,3

41. Cc1cccc(NC(=O)Cn2nc([N+](=O)[O-])c(Br)c2C)n1
42. NNC(=O)/C(=C\c1cccs1)NC(=O)c1ccccc1
43. O=C(CCCn1c(=S)[nH]c2cc3c(cc2c1=O)OCO3)N1CCc2ccccc2C1
44. CCOC(=O)CSc1nnc(NC(=O)c2cc([N+](=O)[O-])cc([N+](=O)[O-])c2)s1
45. O=C(NCCOC(=O)c1cccs1)c1cccnc1
46. Cc1[nH]c(=O)[nH]c(=O)c1/C=C/C(=O)O
47. CC(NC(=O)CNC(=O)C(Cc1ccccc1)NC(=O)OCc1ccccc1)C(N)=O (stereo not drawn)
Screen / compound no.,41,42,43,44,45,46,47
thrombin 1536,-1,-4,-6,92*,-9,-1,-7
Runt-CBFb FRET,1,0,1,0,0,0,2
14-3-3 Bad PPI,0,0,-14[fluorescence artefact?],11,31,0,-2
Runt-SMMHC FRET,-1,4,1,5,0,2,4
FXIIa inh,-10,7,-11,21,5,9,4
KLK5 inh,-30,-9,-11,18,-5,0,0
Wee1 degr inh,0,4,1,3,-2,-2,0
Hck Nef HTS,-17,0,1,0,-1,23,23
FXIa inh,-7,11,-20,13,-5,0,-5
